High-throughput results from PubChem BioAssay.
Wnt bcat act: activates Wnt/beta-catenin signaling in a reporter cell assay | activator, plate reader | activation, % at 9.35 µM | 1.2% of 300,000 active; in the data active = activation above about 30%, passing the limit was not always enough; inconclusive = no clear call, values can overlap the other calls;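 note: 0% = neutral control wells and 100% = positive control wells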
HTR5A inv ag: counter-screen for OPRM1-OPRD1 inverse agonists: human HTR5A inverse agonism. P47898. 0.083% of 340,000 active. inhibition, % at 9.3 µM. HTR5A cell line, luminescence. AID 504634; in the data active = inhibition mostly above about 23%, no sharp cut-off; inactive = mostly below about 18%;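 note: 0% = cells with DMSO and 100% = no-cell wells with DMSO; some compounds called inactive have numbers as strong as hits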
Target sequence (P47898 whole entry, looked up): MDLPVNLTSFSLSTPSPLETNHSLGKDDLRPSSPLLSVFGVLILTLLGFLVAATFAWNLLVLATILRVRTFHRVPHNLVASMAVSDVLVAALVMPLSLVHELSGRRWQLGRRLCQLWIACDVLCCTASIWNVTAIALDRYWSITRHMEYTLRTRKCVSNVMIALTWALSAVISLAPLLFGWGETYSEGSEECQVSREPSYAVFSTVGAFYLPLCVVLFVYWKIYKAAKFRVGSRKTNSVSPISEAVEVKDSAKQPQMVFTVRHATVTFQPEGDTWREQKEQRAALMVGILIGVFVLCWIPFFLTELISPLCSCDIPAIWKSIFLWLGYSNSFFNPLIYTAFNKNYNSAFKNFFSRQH
CDK5 p35 inh: inhibitors of human CDK5/p35 kinase; Q00535+Q15078; Recombinant CDK5/p35, ADP-Glo luminescence, 60 min; inhibition, % at 10 µM; 0.01% of 330,000 active; AID 488839;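 active = highest replicate inhibition of at least 50% and at least 75% of replicates reaching 50%; inconclusive = only one of the two criteria met; inactive = both criteria failed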;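 note: plate controls were DMSO neutral control for no effect and GW8510 at 10 µM for full effect; many of its hits are not listed in these tables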
Target sequence (Q00535 whole entry, looked up): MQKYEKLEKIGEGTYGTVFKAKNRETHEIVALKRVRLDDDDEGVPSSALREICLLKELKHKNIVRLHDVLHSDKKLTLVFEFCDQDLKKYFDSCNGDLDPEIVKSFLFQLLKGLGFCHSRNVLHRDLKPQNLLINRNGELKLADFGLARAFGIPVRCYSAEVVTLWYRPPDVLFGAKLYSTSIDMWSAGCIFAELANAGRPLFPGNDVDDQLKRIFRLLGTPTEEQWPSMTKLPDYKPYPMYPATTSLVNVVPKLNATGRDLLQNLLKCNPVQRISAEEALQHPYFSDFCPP
Target sequence (Q15078 whole entry, looked up): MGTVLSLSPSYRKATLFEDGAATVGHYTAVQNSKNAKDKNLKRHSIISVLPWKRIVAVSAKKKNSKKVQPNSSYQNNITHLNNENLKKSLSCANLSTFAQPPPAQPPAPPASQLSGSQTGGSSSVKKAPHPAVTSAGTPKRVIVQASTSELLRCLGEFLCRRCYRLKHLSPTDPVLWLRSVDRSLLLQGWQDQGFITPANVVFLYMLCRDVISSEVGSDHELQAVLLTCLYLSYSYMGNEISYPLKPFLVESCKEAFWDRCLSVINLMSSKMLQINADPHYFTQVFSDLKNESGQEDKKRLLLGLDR
NSD2 HMT inh: inhibitors of human histone methyltransferase NSD2. O96028. NSD2 peptide methylation, AlphaScreen, 120 min. inhibition, % at 12.5 µM. 0.54% of 310,000 active; in the data active = inhibition above about 50%
PvdQ acylase: P. aeruginosa PvdQ acylase inhibition; purified PvdQ acylase, fluorescence plate reader; inhibition, % at 10 µM; 0.063% of 340,000 active; in the data active = inhibition above about 30%, passing the limit was not always enough; inconclusive = no clear call, values can overlap the other calls;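 note: 0% = vehicle neutral wells and 100% = reference inhibitor wells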
SR-BI DiI inh: mouse SR-BI HDL lipid transfer inhibition | 0.96% of 320,000 active | ldlA[mSR-BI] CHO cells, DiI-HDL uptake fluorescence, 3 h | inhibition, % at 12.5 µM | Q61009;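 active = mean replicate inhibition of at least 70% and a set share of replicates each scoring 70 or more; inconclusive = meets just one of the two criteria; inactive = fails both criteria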;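 note: 0% = median of neutral control wells and 100% = median of positive control wells; values of inactives mirror those of a sister screen read the other way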
V-ATPase pHluor: yeast V-ATPase proton transport regulation by pHLuorin. response, % at 10 µM. S. cerevisiae, pHLuorin cytosolic pH fluorescence. 0.37% of 350,000 active. AID 504577; in the data active = response mostly above about 7.3%, no sharp cut-off; inactive = mostly below about 5.4%; note: actives read high; inactives centre near 0; some compounds called inactive have numbers as strong as hits; reference of the scale not given here
dFosB activator: enhances mouse delta FosB homodimer DNA binding | P13346 | purified delta FosB, TAMRA-CDK5 oligo fluorescence polarization; percent of positive-control signal above neutral wells | activation, % at 25 µM | 0.99% of 340,000 active | AID 493131;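 active = mean activation above about 17%, with every replicate also reaching it, limit read from the data, passing the limit was not always enough; inconclusive = only one of the two conditions met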;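 note: fluorescence polarization rise as delta FosB binds a TAMRA Cdk5 AP-1 oligo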
MITF TRPM1 HTS: activators of MITF-driven TRPM1 promoter activity in SK-MEL-5 cells | SK-MEL-5 TRPM1-promoter luciferase, 24 h; % of positive control, neutral wells = 0 | activation, % at 12.5 µM | 0.75% of 300,000 active | AID 588334;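 active = mean activation of at least 80% with every replicate also reaching 80%; inconclusive = mean reaches 80% but some replicate falls short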;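 note: 0% = neutral control wells and 100% = parthenolide positive control wells; values of inactives mirror those of a sister screen read the other way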
HTR5A ag: counter-screen for OPRM1-OPRD1 agonists: human HTR5A agonism; HTR5A agonist assay, luminescence, cell-based; activation, % at 9.3 µM; 0.61% of 340,000 active; AID 504692; in the data active = activation mostly above about 9.5%, no sharp cut-off; inactive = mostly below about 7.6%;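 note: 0% = cells with vehicle only and 100% = reference agonist; strong numbers were not always called active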
* = called active by the depositor; ? = inconclusive; / = no result given.

SMILES	Wnt bcat act	HTR5A inv ag	CDK5 p35 inh	NSD2 HMT inh	PvdQ acylase	SR-BI DiI inh	V-ATPase pHluor	dFosB activator	MITF TRPM1 HTS	HTR5A ag
COc1cccc(C2=NO[C@@H]3C(=O)N(c4ccc5c(c4)OCCO5)C(=O)[C@H]23)c1OC	-9	11	0.6	-2	-14	-1	2	0	-13	2
CCC(=O)c1ccc(N2CCOCC2)c(F)c1	/	-14	-1.6	-3	-2	3	-2	0	17	1
Cc1ccc2cccc(S(=O)(=O)N3CCN(c4ccccc4F)CC3)c2n1	-4	26	-1.7	-1	-4	9	3	2	-10	4
Cn1nccc1C(=O)N1CCN(c2ncccn2)CC1	0	17	3.2	-1	-2	-15	2	-8	11	3
O=C(NCC1OCCCN1S(=O)(=O)c1cc(F)ccc1F)C(=O)NC1CCCCC1 (centres undefined)	0	13	0.2	-5	-12	11	2	-1	6	-5
Cc1ccc(S(=O)(=O)NCC(=O)N(CC(=O)NCc2ccc(F)cc2)CC2CCCO2)cc1 (centres undefined)	0	2	0.7	1	-10	0	-3	-3	0	-5
O=C(N/N=C/c1cccc(OC(=O)N2CCOCC2)c1)c1cccs1	18	3	0.8	8	-5	-14	-2	-26	8	-1
O=C(NCc1ccccn1)/C(=C/c1ccco1)NC(=O)c1ccccc1	/	5	0.0	-1	0	-5	-3	-1	-4	2
COc1ccc(-n2c(C)nc3cc(C(=O)N4CCOCC4)ccc32)cc1	-1	10	0.6	0	-9	-23	3	2	/	2
CCCCNC(=S)N(C)/N=C/c1ccc(OCC(=O)Nc2ccc(OC)cc2)c(OC)c1	/	-8	0.1	1	16	?	-2	-7	-4	3

As entered above.
`O=C(N/N=C/c1cccc(OC(=O)N2CCOCC2)c1)c1cccs1` – Wnt bcat act = 18
`Cn1nccc1C(=O)N1CCN(c2ncccn2)CC1` – dFosB activator = -8

(next part)
SMILES	Wnt bcat act	HTR5A inv ag	CDK5 p35 inh	NSD2 HMT inh	PvdQ acylase	SR-BI DiI inh	V-ATPase pHluor	dFosB activator	MITF TRPM1 HTS	HTR5A ag
COc1cccc(Nc2nc3ccccc3n2C(C)C)c1	-1	-28	-0.7	-2	-16	20	-4	-3	-7	3
CC(=O)c1ccc(N2C(=NC(=O)C(C)C)SC3CS(=O)(=O)CC32)cc1 (centres undefined)	/	-2	-2.2	0	-3	6	-4	-3	12	-3
COc1cccc2cc(C(=O)N3C(C)CCCC3C)c(=O)oc12 (centres undefined)	/	7	0.6	2	-1	14	0	0	8	-4
CC(O)CNc1nc(N)[nH]c(=O)c1N=Nc1ccccc1 (centres undefined)	-5	3	-1.1	6	-10	-1	0	-4	-1	-1
CCCCCc1ccc(S(=O)(=O)NCCc2ccncc2)cc1	/	-3	-0.3	-3	-6	5	-1	-14	-14	0
O=C(CCc1c[nH]c2ccccc12)OCc1cccc(C(F)(F)F)c1	5	15	0.2	-1	-7	5	-3	-5	1	-6
N/C(=N\OC(=O)COc1ccc(Br)cc1Cl)c1ccncc1	67*	-7	-2.9	-2	13	-16	-3	-5	130*	5
COc1ccc(C2c3c(ncn(Cc4ccco4)c3=N)Oc3ccc4ccccc4c32)cc1 (centres undefined)	-1	-10	2.8	-1	-8	11	3	45*	12	4
Cc1ccc(NC(=O)C2CC(=O)Nc3ncnn32)cc1Cl (centres undefined)	-4	-19	0.2	2	-17	-5	-4	2	6	6
COc1ccc2c(c1)O[C@H]1c3ccc(O)cc3OC[C@@H]21	0	-2	0.0	/	-15	-7	-1	6	20	1
CC(C)(C)c1ccc(C(=O)NCCCNC(=O)c2ccco2)cc1	11	-15	1.5	-1	11	-7	-1	0	6	2
CCNC(=S)N1CCCC(C(N)=O)C1 (centres undefined)	-16	11	-0.4	-2	4	-21	2	3	-4	-4
CC(CNc1ccc([N+](=O)[O-])c2cccnc12)Nc1c([N+](=O)[O-])cc(C(F)(F)F)cc1[N+](=O)[O-] (centres undefined)	/	3	-1.3	-1	4	36	-5	-1	-13	3
Cc1ccc(C(=O)N2CCOCC2)cc1Cl	-1	-15	-0.4	-1	-13	-12	-2	1	/	-2
CC(C)(C)C(CN1CCCC1)OC(=O)c1ccccc1 (centres undefined)	1	10	-0.3	0	-12	4	0	-4	-4	-3
COCC(=O)N1CCC(Oc2ccc(C(=O)NC(C)c3csc(C)n3)cc2)CC1 (centres undefined)	1	-19	-0.7	-1	-8	-14	4	-3	13	4
O=C(CSc1ccc(-c2ccc(-n3cccn3)cc2)nn1)Nc1ccc([N+](=O)[O-])cc1	9	-2	1.4	2	7	4	-5	4	55	1
Cc1c(Cl)cnc(NC(=O)CSc2nnc(C)n2Cc2ccccc2)c1Cl	-1	-23	-0.8	0	-11	-6	-2	0	-4	8
COc1ccc(C(=O)CCNc2cccc(Cl)c2)cc1	69*	8	-0.3	44	-7	3	7	-7	74	-3
CC(c1n[nH]c(=S)n1-c1ccccc1)N1CCCCC1 (centres undefined)	-2	/	0.6	0	-6	-12	0	-6	-1	/
O=C1SC(SCc2ccccc2)=N/C1=C\c1ccco1	8	-9	-2.8	15	-9	-10	-2	-15	-16	-2
COc1ccc(/C=C2\N=C(SC)N(C)C2=O)cc1	0	25	-0.8	-4	9	24	5	1	-17	3
COc1ccc(-c2c(-c3cc(OC)cc(OC)c3)n(C)c3ccc(-c4ccc5c(c4)OCCO5)cc23)cc1	-6	-14	-0.4	/	4	-2	-2	4	-9	0
COc1ccc(C(=O)Nc2c(C)ccc3nsnc23)cc1[N+](=O)[O-]	/	-2	-1.0	-1	-10	32	-1	-4	-5	2
CCOC(=O)c1ccccc1NC(=O)COC(=O)C(CC(C)C)NC(N)=O (centres undefined)	-2	0	0.2	0	-16	11	4	6	-17	0
O=C1NCCCCC1NS(=O)(=O)c1cccc(C(F)(F)F)c1 (centres undefined)	-1	5	-0.2	2	-7	/	2	-1	-11	-1
COc1ccc(/C=N/Nc2nc(-c3ccc(Cl)cc3)cc(C(F)(F)F)n2)cc1OC	1	6	0.7	-1	-19	9	-4	2	19	5
COC(=O)CN1C(=O)CSc2ncccc21	/	25	-1.1	-2	-3	-11	2	-1	13	1
Cc1ccc(/C=N/NC(=O)c2c(-c3ccccc3)noc2C)c(O)c1	-4	-2	-2.6	0	-1	108*	5	-14	-56	0
NNCCc1ccccc1	27	-11	-0.9	/	-7	1	-2	5	60	3
CCOCCOC(=O)C1=C(C)Nc2ccc(C)cc2S1	/	-4	0.5	0	13	1	-4	-9	/	0
CCC(=O)c1ccc(OCC(=O)NCCc2ccccn2)cc1	-2	1	0.3	-2	4	-13	1	2	-9	0
Cc1ccccc1N1CCN(C2CCCN(C(=O)c3cn4c(C)cccc4n3)C2)CC1 (centres undefined)	2	-1	0.5	0	-2	28	-1	-2	-14	2
COc1cccc2c3c(c(C)nc12)CC(C)O3 (centres undefined)	-2	22	1.8	-3	-21	-3	0	1	21	2
Cc1ccc(OCC(=O)c2c(N)n(C)c(=O)n(C)c2=O)c([N+](=O)[O-])n1	1	4	-2.2	16	-17	-4	2	-10	-1	-2
CCc1sc(C(=O)Nc2nc(-c3ccccn3)cs2)cc1C	/	-11	1.8	0	11	48	2	-17	-16	3
O=C(Nc1cccc(F)c1)N1CCC(n2c(=O)[nH]c3ccccc32)CC1	-3	/	-6.6	0	-13	21	0	-3	-6	/
O=c1c2ccccc2nc2n1CCN2	-3	7	0.4	/	1	25	-3	-6	5	0
CCc1cc(C(=O)c2ccc(OC)cc2)c(N)s1	39*	/	-0.4	4	-14	28	3	-8	/	/
COc1ccc2c(CC(=O)Nc3cccc(S(=O)(=O)N4CCOCC4)c3)coc2c1	-6	-22	3.1	-1	8	47	4	-8	0	0
Cc1nn(-c2ccccc2)c2[nH]c(=O)c(CNCCN3CCOCC3)cc12	/	-31	-1.0	-2	-13	-19	-1	0	2	3
COc1cc(/C=C2/SC(=S)N(CC(=O)O)C2=O)ccc1OC(=O)c1cccs1	5	12	1.1	8	1	/	-3	-3	9	-2
Cc1ccc(NC(=O)CCNS(=O)(=O)c2cc(Br)cnc2N)cc1Cl	-2	-11	-2.0	16	3	0	-2	-5	-5	7
Cc1cccc(-n2c(CNC(=O)c3cccc([N+](=O)[O-])c3C)n[nH]c2=S)c1	12	19	0.9	1	-17	0	-1	3	-5	-8
CCOc1ccccc1N(CC(=O)Nc1cccc(OC)c1)S(=O)(=O)c1ccccc1	-4	-9	1.2	0	-16	33	-1	-13	/	2
COc1ccc(-c2nsc(C(=O)N(c3ccc(F)cc3)C(C(=O)NC3CCCC3)c3ccc(OC)cc3)c2N)cc1 (centres undefined)	/	-16	0.1	-1	-1	53	-1	-12	-9	2
CC(=O)Nc1cc(C(=O)N2CCCC2)ccc1S(=O)(=O)c1ccc(Cl)cc1	/	2	0.3	0	-11	3	1	4	-15	8
CCCc1c(C)nc2c(Br)cccc2c1Cl	-1	-2	0.8	0	-14	2	0	4	6	1
C[C@@]12C(=O)N(c3ccc(C(F)(F)F)cc3)C(=O)N1[C@@H]1c3ccccc3OC[C@@H]1[C@H]2c1ccccc1	/	-20	-0.5	/	-2	-7	-2	-6	-10	0
C[C@H](NC(=O)c1nc[nH]c1C(=O)N[C@@H](C)C(=O)OC(C)(C)C)C(=O)OCc1ccccc1	0	-21	0.7	/	-6	-12	1	-4	1	8

(cont.)
SMILES	Wnt bcat act	HTR5A inv ag	CDK5 p35 inh	NSD2 HMT inh	PvdQ acylase	SR-BI DiI inh	V-ATPase pHluor	dFosB activator	MITF TRPM1 HTS	HTR5A ag
CN(CCC#N)C(=O)COC(=O)c1nn(-c2ccccc2)c(=O)c2ccccc12	-2	/	-0.5	-1	0	-4	0	-3	2	/
Cc1ccc(C)c(-c2nnc(NC(=O)CS(=O)(=O)c3ccccc3)o2)c1	0	6	1.3	1	-5	-11	-3	-9	3	-2
Cc1ccc(C(=O)N/C(=C\c2ccc(F)cc2)C(=O)NCc2ccncc2)cc1	/	11	2.3	1	24	-45	-6	-1	7	-1
COc1ccc(Cn2nnc(C(=O)Nc3ccc4c(c3)OCCO4)c2N)cc1Br	9	-31	0.2	1	8	14	-6	-1	18	7
CN(C)CCOCCP(=O)(c1ccccc1)c1ccccc1	/	15	1.9	3	-5	-13	2	-3	3	5
O=C(/C=C/c1c(F)cccc1Cl)NCc1ccc2c(c1)OCO2	0	14	0.1	-2	-16	-16	2	5	8	-4
O=C(NC1CCCC1)C(Cc1ccccc1)n1cccc1 (centres undefined)	2	1	-1.0	/	-7	/	2	4	-7	1
C[C@H](NC(=O)c1ccc(Cl)c(S(=O)(=O)N2CCOCC2)c1)c1nc2ccccc2[nH]1	2	-2	-13	2	-19	23	-2	-9	-3	1
Cc1ccc(C2=C/C(=C/c3cccs3)C(=O)O2)cc1	/	8	2.7	-1	5	-8	2	-4	30	0
C=C(C)CC1Nc2ccccc2NC1CC(=C)C (centres undefined)	-1	-24	-2.1	7	9	1	-1	-6	-5	4
O=C(N/N=C/c1ccncc1)C1C2CCCCCCC21 (centres undefined)	/	8	-3.4	-1	-14	-14	0	0	1	0

Rows are unselected (roughly 5% active in at least one column).
